Source: PubChem BioAssay (several laboratories)
GALR2 antag: GALR2 antagonists in receptor-expressing cells, primary screen. Galanin receptor type 2 (Homo sapiens), O43603. antagonist mode. inhibition, % at 4 µM. actives 0.39% (n = 140,000). AID 828, 2007; in the data active means inhibition above about 27%;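 further: cells stimulated with galanin 1-16 at roughly its EC80; 0% = agonist challenge control and 100% = basal control without agonist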
Target sequence (O43603 whole entry, looked up): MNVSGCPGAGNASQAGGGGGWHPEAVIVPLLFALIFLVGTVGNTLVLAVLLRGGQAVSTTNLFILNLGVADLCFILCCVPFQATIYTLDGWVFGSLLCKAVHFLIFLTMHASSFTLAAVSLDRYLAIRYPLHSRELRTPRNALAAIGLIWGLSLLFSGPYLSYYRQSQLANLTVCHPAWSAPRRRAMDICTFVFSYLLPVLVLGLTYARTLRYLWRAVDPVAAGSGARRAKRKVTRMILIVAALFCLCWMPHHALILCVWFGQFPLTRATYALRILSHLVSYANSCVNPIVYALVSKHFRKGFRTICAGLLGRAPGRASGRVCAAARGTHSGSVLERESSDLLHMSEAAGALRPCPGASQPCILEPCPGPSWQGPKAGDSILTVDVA
MRP1 act: H69AR viability gain despite doxorubicin, primary screen, MRP-1 activator project, H69AR cells, CellTiter-Glo; viability rescue; actives 0.61% (n = 140,000); viability increase, % at 10 µM;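 active means viability gain under doxorubicin at or above a set limit, the compound median plus 3 SD, cut at about 4.7% in these data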;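 further: MRP-1 overexpressing cells given doxorubicin 25 µM after compound pretreatment; 18-22 h compound pretreatment then 72 h with doxorubicin before readout; 0% = doxorubicin-only wells and 100% = vehicle-treated cells without doxorubicin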
Yeast growth inh: growth inhibitors of yeast BB579 in restrictive medium, primary screen, yeast lifespan-shortening project, S. cerevisiae | inhibition, % at 10 µM | actives 0.51% (n = 140,000) | OD615, 48 h;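 active means inhibition above a set limit, 3 SD over the mean compound inhibition, cut at about 44% in these data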; further: inactives centre near -24
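test system = yeast BB579 (DeaD) | buffer or medium = restrictive CSMM-D medium | doses = single compound dose of 10 µM, 0.25% DMSO final | times = 4 h preincubation and 48 h exposure at 30 °C | technique = culture absorbance at 615 nm | benchmarks = amphotericin B 10 µg/mL, positive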
PTEN del growth: growth suppression of PTEN-null HCT116, primary screen, cell-based, CellTiter-Glo | HCT116 PTEN-null viability, 60 h; active compounds read low | viability, % at 10 µM | actives 1.2% (n = 140,000) | AID 827, 2007;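 active means viability at or below a set limit, 4 SD under the median of all tested compounds, cut at about 3.7% in these data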;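 further: PTEN knockout HCT116 line with beta catenin targeted HCT116 as companion control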
NPY-Y2 antag: NPY-Y2 receptor antagonists, primary screen, cell-based. Neuropeptide Y receptor type 2 (Homo sapiens), P49146. NPY-Y2 expressing cells, antagonist mode. inhibition, % at 2.7 µM. actives 0.99% (n = 140,000). AID 793, 2007; in the data active means inhibition above about 17%;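 further: 0% = vehicle with agonist challenge and 100% = reference antagonist with challenge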
Target sequence (P49146 whole entry, looked up): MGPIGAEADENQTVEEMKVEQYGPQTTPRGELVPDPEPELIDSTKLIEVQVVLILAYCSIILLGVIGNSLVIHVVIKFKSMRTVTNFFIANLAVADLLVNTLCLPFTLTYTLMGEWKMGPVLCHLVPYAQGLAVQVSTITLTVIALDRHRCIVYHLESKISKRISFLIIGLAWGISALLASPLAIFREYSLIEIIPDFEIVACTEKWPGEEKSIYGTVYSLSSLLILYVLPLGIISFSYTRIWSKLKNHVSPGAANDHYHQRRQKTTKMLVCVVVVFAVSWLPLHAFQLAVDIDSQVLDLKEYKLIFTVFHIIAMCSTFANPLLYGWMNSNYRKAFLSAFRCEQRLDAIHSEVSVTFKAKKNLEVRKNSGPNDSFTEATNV
HCT116 bCat-KO: primary screen for growth suppressors in beta-catenin knockout HCT116 cells (colon tumor, human); viability, % at 10 µM; HCT116 beta-catenin knockout viability, CellTiter-Glo, 60 h; active compounds read low; actives 1.5% (n = 140,000);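 active means viability at or under a set limit, the compound median less 4 SD, cut at about 6% in these data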;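 further: 0% = Hyamine 1622 control at 20 µM and 100% = untreated cell control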
Yeast lifespan up: compounds extending yeast replicative lifespan, primary screen, S. cerevisiae, OD615; S. cerevisiae growth with nicotinamide; deaD strain in restrictive glucose medium; inhibition of the nicotinamide effect, % at 10 µM; actives 0.68% (n = 130,000); AID 775, 2007;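 active means inhibition above a set limit, placed 3 SD over the median of all compounds, cut at about 26% in these data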;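 further: 0% = nicotinamide-treated wells and 100% = cells grown without nicotinamide; some compounds called inactive have numbers as strong as hits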
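assay system = DeaD-strain S. cerevisiae | buffer or medium = restrictive glucose medium | reagent = 1.5 mM nicotinamide | compound = 10 µM single point, 0.25% DMSO | incubation = 48 h compound exposure at 30 °C, humidified | signal = OD615 measurement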
E-sel TNF inh: E-selectin induction blockers in HUVEC – imaging, immunofluorescence, high content, primary screen; HUVEC TNFa-induced E-selectin immunofluorescence; inhibition, % at 2 µM; AID 1246, 2008; actives 0.71% (n = 120,000);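 active means inhibition above the batch mean plus 3 SD, and confirmed as a hit on visual image review, cut at about 43% in these data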;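 further: 0% = TNF-stimulated DMSO wells and 100% = unstimulated control wells; not every result past the cut was called active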
Phagocytosis inh: inhibitors of macrophage phagocytosis, primary screen, imaging, J774A.1 cells, IgG beads; J774A.1 macrophage IgG-bead phagocytosis; inhibition, % at 5 µM; actives 0.07% (n = 110,000); AID 1029, 2008;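 active means inhibition above the mean of the plate negative controls plus 5 SD, cut at about 13% in these data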;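 further: phagocytic index as fraction of beads internalized from green versus red external bead signal; plate controls were DMSO negative control for no effect and cytochalasin-D positive control for full effect; some results beyond the cut were filed as inactive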
Measles CPE: compounds protecting cells from measles virus cytopathic effect, primary screen, measles RdRp inhibitor project, single point, MLSMR library, absorbance | Measles virus-infected cells, CPE protection | protection (pct of control), % at 4 µM | actives 1.5% (n = 140,000); in the data active means protection mostly above about 24%, no sharp cut-off; inactive means mostly below about 26%; further: some compounds called inactive have numbers as strong as hits
Active calls of the source: *; . = not tested or not shown.

SMILES	GALR2 antag	MRP1 act	Yeast growth inh	PTEN del growth	NPY-Y2 antag	HCT116 bCat-KO	Yeast lifespan up	E-sel TNF inh	Phagocytosis inh	Measles CPE
Cc1ccc(NC(=O)CCC(=O)NNC(=O)c2ccco2)c(C)c1	0.8	0.2	-2.6	113.0	-2.1	92.2	-6.8	18.3	.	25.3*
O=C(CSCc1cccc(Cl)c1)Nc1ccccc1-c1ccccc1	1.9	-3.1	-6.3	78.4	10.1	74.6	-2.0	-2.6	-12.8	7.8
O=C(CN1CCN(c2ccccn2)CC1)Nc1cc(C(F)(F)F)ccc1Cl	3.1	-2.6	-9.5	94.4	6.1	94.0	-11.1	-8.3	-0.1	1.4
N#Cc1c(N)n(CCNC(=O)c2ccc(Cl)cc2)c2nc3ccccc3nc12	-8.6	-0.9	-8.2	81.4	-1.5	80.6	-20.4	46.6	-0.2	17.3
CC(=O)c1ccc(N2CCN(C(=O)CCCn3c(=S)[nH]c4cc5c(cc4c3=O)OCO5)CC2)cc1	-13.6	-0.9	-42.3	80.8	-2.4	90.6	-9.3	.	-2.4	20.3
CCCCCCC(=O)NNC(=O)CC(=O)Nc1ccccc1C(=O)O	-8.6	0.3	-19.0	96.1	-1.2	97.5	-3.6	.	.	10.6
O=C(CC1CCCCC1)N1CCCC(c2nc(-c3ccc(S(=O)(=O)N4CCCC4)cc3)no2)C1 (stereo not given)	-3.7	-1.7	-14.4	66.1	-0.8	70.2	4.2	-4.6	-0.7	16.0
Cn1c(SCC(=O)NCCc2ccccc2)nnc1-c1ccco1	3.4	-1.2	-19.4	100.9	-0.4	109.2	-21.0	-2.0	.	6.1
CCCCC[C@H](O)/C=C/[C@@H]1[C@@H](C/C=C\CCCC(=O)OC)[C@@H](O)C[C@H]1O	-6.6	-1.3	-36.9	96.1	20.1*	97.7	2.2	.	.	7.6
COc1cc(Cn2c(C(=O)O)cc3sccc32)cc(OC)c1OC	8.6	-2.4	-39.6	95.7	2.1	101.4	-4.6	17.2	-0.3	7.4
CC1CCN(c2nc3c(c(=O)[nH]c(=O)n3C)n2CC(C)CSc2nnnn2-c2ccccc2)CC1 (stereo not given)	-3.5	-1.5	-69.5	85.6	0.4	78.0	2.1	7.6	-5.4	7.1
C=C(C)C1Cc2c(C)nn(-c3cccc4ccccc34)c2C1 (stereo not given)	8.6	-1.1	-33.6	68.1	3.5	60.4	-8.2	37.7	-1.0	23.3
CC(C)C1CC(c2csc(N)n2)CCO1 (stereo not given)	4.0	0.1	-46.7	98.9	-2.2	91.4	7.6	.	-3.1	1.7
CC1CCC2(CC1)NC(CO)(CO)CO2 (stereo not given)	5.0	-1.1	-7.5	99.1	-1.2	99.2	.	-20.7	.	10.3
COc1ccc(N(CC(=O)N2CCCCC2)S(=O)(=O)c2c(C)nn(C)c2C)cc1	8.1	-1.2	0.7	98.3	3.4	95.1	-0.7	0.9	0.7	7.3
Cc1nc2nc3c(c(=O)n2[nH]1)CCCC3	-0.5	-2.7	-50.1	92.7	8.1	98.0	-19.1	.	0.2	29.0*
O=c1[nH]c(CN2CCN(c3ccc(F)cc3)CC2)nc2ccccc12	4.4	-3.8	-17.7	86.1	4.5	90.2	-5.3	-11.4	.	1.6
Cn1c(=O)oc2cc(S(=O)(=O)N3CCN(c4ccccn4)CC3)ccc21	-5.2	-3.3	-15.4	77.8	0.4	70.0	5.1	3.6	.	6.5
CC(=O)Nc1ccc(S(=O)(=O)Oc2cccc(N3C(=O)C4CC=CCC4C3=O)c2)cc1 (stereo not given)	-2.8	0.0	-31.4	81.9	-1.9	90.2	-7.4	-24.6	-1.4	7.1
COc1ccc(CN(C)CC(=O)Nc2ccc(Cl)cc2C(F)(F)F)c(OC)c1	-6.7	-4.0	-42.1	55.7	11.5	46.0	2.8	-12.4	-6.9	2.9
CCOC(=O)c1cccc(NC(=O)CSc2nnc(COc3ccccc3C)o2)c1	10.4	-0.6	5.6	91.3	0.7	101.0	-2.8	10.6	-0.2	12.1
Cc1cc(C)c(S(=O)(=O)N(C)CC(=O)NC2CCCC2)c(C)c1	-5.1	-0.6	-46.9	82.0	5.1	95.2	-2.1	.	-4.3	3.1
COc1ccc(OC)c(NC(=O)C2COc3ccccc3O2)c1 (stereo not given)	3.3	-1.5	-54.7	95.2	1.8	96.2	-15.7	-31.2	0.2	5.3
Cc1cc2nccc(-c3ccco3)n2n1	3.6	0.3	-38.5	109.2	4.1	103.2	-10.4	6.2	-2.9	7.6
Cc1c(NC(=O)C(C)OC(=O)c2cc3c4ccccc4n(C)c3s2)c(=O)n(-c2ccccc2)n1C (stereo not given)	-15.0	-4.8	-17.7	84.2	4.3	77.0	-20.5	6.9	.	10.2

Two neighbouring entries from above, for reference:
SMILES	GALR2 antag	MRP1 act	Yeast growth inh	PTEN del growth	NPY-Y2 antag	HCT116 bCat-KO	Yeast lifespan up	E-sel TNF inh	Phagocytosis inh	Measles CPE
Cc1ccc(NC(=O)CCC(=O)NNC(=O)c2ccco2)c(C)c1	0.8	0.2	-2.6	113.0	-2.1	92.2	-6.8	18.3	.	25.3*
O=C(CSCc1cccc(Cl)c1)Nc1ccccc1-c1ccccc1	1.9	-3.1	-6.3	78.4	10.1	74.6	-2.0	-2.6	-12.8	7.8

Three entries out of the list above, ordered by the number in E-sel TNF inh, highest first.
structure	GALR2 antag	NPY-Y2 antag	Yeast lifespan up	E-sel TNF inh	Phagocytosis inh	Measles CPE
CCOC(=O)c1cccc(NC(=O)CSc2nnc(COc3ccccc3C)o2)c1	10.4	0.7	-2.8	10.6	-0.2	12.1
Cn1c(SCC(=O)NCCc2ccccc2)nnc1-c1ccco1	3.4	-0.4	-21.0	-2.0	.	6.1
O=C(CN1CCN(c2ccccn2)CC1)Nc1cc(C(F)(F)F)ccc1Cl	3.1	6.1	-11.1	-8.3	-0.1	1.4

Entries from the list above that contain a CF3 group (2):
SMILES	GALR2 antag	MRP1 act	Yeast growth inh	PTEN del growth	NPY-Y2 antag	HCT116 bCat-KO	Yeast lifespan up	E-sel TNF inh	Phagocytosis inh	Measles CPE
O=C(CN1CCN(c2ccccn2)CC1)Nc1cc(C(F)(F)F)ccc1Cl	3.1	-2.6	-9.5	94.4	6.1	94.0	-11.1	-8.3	-0.1	1.4
COc1ccc(CN(C)CC(=O)Nc2ccc(Cl)cc2C(F)(F)F)c(OC)c1	-6.7	-4.0	-42.1	55.7	11.5	46.0	2.8	-12.4	-6.9	2.9

The results go on:
SMILES	GALR2 antag	MRP1 act	Yeast growth inh	PTEN del growth	NPY-Y2 antag	HCT116 bCat-KO	Yeast lifespan up	E-sel TNF inh	Phagocytosis inh	Measles CPE
CCCCCC(=O)Nc1nc(C)c(-c2csc(Nc3cc(Cl)ccc3C)n2)s1	4.3	-3.0	-42.0	67.0	3.3	63.8	-2.2	-31.9	0.3	-0.3
O=c1[nH][nH]c(-c2ccccc2)c1C=Nc1cccc(Cl)c1	0.4	-0.2	-33.7	78.0	1.5	85.8	-24.4	0.1	.	4.1
N#C/C(=C(/O)COC(=O)c1ccc2c(c1)OCCO2)c1nc2ccccc2[nH]1	2.6	-1.1	-29.4	98.1	5.3	86.4	-3.0	-19.1	-1.0	4.3
C#CCSc1nsc(SCC#C)c1C#N	-3.6	-3.4	-13.0	5.3	3.3	2.7*	-6.2	.	.	33.0
CCn1ncc([N+](=O)[O-])c1C(=O)Nc1cc(C)on1	-7.8	-1.7	18.7	100.8	0.0	100.7	-1.3	.	-5.1	16.0
CC(C)(C)NC(=O)c1cc(NC(=O)c2ccco2)cc(NC(=O)c2ccco2)c1	-3.3	-1.4	-7.6	91.3	0.8	92.0	6.0	-4.4	-2.2	17.5
O=C(CSc1nnc2ccccn12)N1CCOCC1	-0.5	0.6	-23.0	101.7	1.1	99.8	-10.5	-5.7	.	9.3
COc1ccc(S(=O)(=O)N2CCn3c2nc2ccccc23)cc1	0.0	-1.0	-62.3	99.3	-1.3	88.8	-13.5	14.3	-0.7	6.1
O=C(N/N=C/c1cccs1)/C(=C/c1ccccc1)NC(=O)c1ccccc1	0.7	-0.5	6.8	92.9	7.5	99.5	-7.8	.	.	7.0
CC(=O)c1ccc(N(C(=O)Cn2nnc3ccccc32)C(C(=O)NC2CCCCC2)c2cn(C)nc2C)cc1 (stereo not given)	3.3	1.0	-27.2	102.8	6.0	85.8	.	-3.3	.	12.8
CC(C)(C)NS(=O)(=O)c1ccc2c(c1)oc(=O)c1cc(S(=O)(=O)NC(C)(C)C)ccc12	-6.0	-2.4	-23.8	89.2	-0.5	88.7	-8.7	8.2	-0.4	7.1
O=c1nc(N2CCOCC2)nc2n1CCO2	-2.7	-1.7	-31.3	107.2	2.8	96.5	-8.1	-23.1	-0.7	4.1
O=C(Nc1ccccc1Oc1ccccc1)c1cnccn1	0.9	-0.5	-56.1	93.0	0.9	88.8	-17.6	-9.2	-1.5	9.4
O=C(NC(=S)NC(c1ccccc1)c1ccncc1)c1ccccc1 (stereo not given)	8.3	-2.0	2.4	82.8	4.6	89.1	1.9	.	-7.4	11.0
N#C/C(=C/c1ccc(N2CCOCC2)o1)C(=O)N1CCOCC1	5.5	-2.4	-30.0	104.0	0.2	97.2	20.2	18.1	.	12.6
COc1cc(C(c2nnnn2C2CCCC2)N2CCN(C)CC2)cc(OC)c1OC (stereo not given)	-0.2	-1.9	-22.1	87.1	0.4	82.4	1.0	.	-1.8	24.8
CC1Cc2ccccc2N1C(=O)CSc1nc(-c2ccccc2)cs1 (stereo not given)	-1.9	2.7	-49.4	70.0	10.0	76.5	-1.9	.	.	5.3
CC(C)CC(=O)Nc1cccc(-c2csc(-c3ccccc3)n2)c1	11.4	0.2	-56.0	94.5	1.7	95.3	-13.7	-20.5	1.5	-0.4
Cn1nnnc1SCC(=O)Nc1ccccc1C(=O)NC1CC1	-5.8	-1.3	-10.3	98.5	3.8	93.2	-1.2	0.7	-0.9	8.2
CCCCNS(=O)(=O)C1CCS(=O)(=O)C1 (stereo not given)	-4.3	-0.8	-34.3	95.6	1.8	98.8	5.3	3.9	-0.5	8.9
C=CCn1c(-c2c(C)nc3cc(C)ccn23)n[nH]c1=S	-5.8	-1.1	1.2	95.2	0.0	85.5	8.8	.	-4.7	8.8
Cc1ccc(CN(Cc2cc3cc(C)ccc3[nH]c2=O)C(=O)N2CCOCC2)cc1	-8.1	-0.7	-50.8	103.2	3.7	97.4	-7.2	-5.6	1.0	5.7
O=C(COC(=O)c1cccc(S(=O)(=O)NCc2ccccc2)c1)c1ccc2c(c1)OCCO2	-6.3	1.4	-40.6	85.1	1.7	89.1	0.3	-13.8	-8.5	8.3
